CCHFV vOTU inh: CCHFV vOTU protease inhibitors, primary screen, biochemical, Pep-AMC substrate, fluorescence; inhibition, % at 11.5 µM; actives 0.55% (n = 370,000); AID 651958, 2012; Crimean-Congo hemorrhagic fever virus L polyprotein viral ovarian tumor (vOTU) protease …; in the data active means inhibition above about 30%; further: 0% = vehicle wells with enzyme and 100% = no enzyme wells
PfHsp40 yeast: rescue of yeast from PfHsp40 toxicity, primary screen, S. cerevisiae, ATP luminescence; S. cerevisiae expressing PfHsp40, growth rescue; growth rescue, % at 12.5 µM; actives 0.68% (n = 340,000); AID 504582, 2011; in the data active means growth rescue above about 28%, passing the limit was not always enough; inconclusive means no clear call, values can overlap the other calls;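 further: yeast W303a lacking pdr1 and pdr3 grown in galactose medium; growth measured after three days at 30 °C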
Yp Topo-I inh: Yersinia pestis topoisomerase I inhibitors, primary screen, biochemical, cleavage product accumulation, plate reader, single point. DNA topoisomerase I (Yersinia pestis CO92). Y. pestis Topo-I cleavage product accumulation. activity, % at 10 µM. actives 0.064% (n = 360,000); in the data active means activity above about 50%, passing the limit was not always enough; inconclusive means no clear call, values can overlap the other calls; further: inactives centre near 2
FadD28 binding: inhibitors of FadD28 bisubstrate probe binding, primary screen, biochemical, fluorescence polarization, single point; Mycobacterium tuberculosis FadD28 fatty-acid-AMP ligase; inhibition, % at 12.5 µM; actives 0.22% (n = 360,000); AID 588549, 2011; in the data active means inhibition above about 8.5%, passing the limit was not always enough; inconclusive means no clear call, values can overlap the other calls
TcdB GH inh: TcdB glycohydrolase inhibitors, primary screen, biochemical, single point, plate reader; actives 0.24% (n = 350,000); Toxin B (Clostridioides difficile), P18177; TcdB glycohydrolase enzymatic assay; AID 652162, 2013; inhibition, % at 9.99 µM; in the data active means inhibition above about 10%
PrPC surface inh: inhibitors of human cell surface prion protein PrPC, primary screen, cell-based, TR-FRET; Major prion protein (Homo sapiens), P04156; actives 0.43% (n = 370,000); TR-FRET read-out; inhibition, % at 13.8 µM; in the data active means inhibition above about 24%; further: 0% = median of the test wells and 100% = reference compound wells
Anthrax LF inh2: Bacillus anthracis LF protease inhibitors, primary screen, biochemical, multiplex microsphere, MLPCN library; multiplex microsphere protease cleavage assay; inhibition, % at 10 µM; actives 0.12% (n = 360,000); AID 588501, 2011; further: plate controls were buffer without enzyme for full effect and enzyme alone for no effect
Target sequence (P15917 whole entry, looked up): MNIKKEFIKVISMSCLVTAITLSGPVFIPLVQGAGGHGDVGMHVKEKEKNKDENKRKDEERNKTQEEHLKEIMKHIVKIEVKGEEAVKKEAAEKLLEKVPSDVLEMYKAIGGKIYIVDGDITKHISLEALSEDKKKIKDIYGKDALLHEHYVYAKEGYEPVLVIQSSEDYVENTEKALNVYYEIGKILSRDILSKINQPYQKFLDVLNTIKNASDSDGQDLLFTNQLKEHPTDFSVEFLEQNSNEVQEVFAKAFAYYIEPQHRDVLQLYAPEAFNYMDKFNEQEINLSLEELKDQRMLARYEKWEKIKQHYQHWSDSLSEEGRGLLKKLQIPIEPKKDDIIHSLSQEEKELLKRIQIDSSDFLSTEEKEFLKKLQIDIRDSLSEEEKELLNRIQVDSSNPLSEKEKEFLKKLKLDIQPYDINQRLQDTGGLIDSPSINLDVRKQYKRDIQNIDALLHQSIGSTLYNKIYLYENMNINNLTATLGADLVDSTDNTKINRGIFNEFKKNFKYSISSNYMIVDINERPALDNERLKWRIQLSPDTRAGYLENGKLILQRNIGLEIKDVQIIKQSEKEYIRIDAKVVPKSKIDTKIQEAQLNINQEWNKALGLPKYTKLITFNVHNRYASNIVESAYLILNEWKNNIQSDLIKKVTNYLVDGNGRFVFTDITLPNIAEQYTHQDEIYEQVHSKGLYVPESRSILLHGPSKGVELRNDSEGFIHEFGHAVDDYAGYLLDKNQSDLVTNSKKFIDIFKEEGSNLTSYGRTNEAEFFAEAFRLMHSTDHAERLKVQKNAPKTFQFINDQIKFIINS
BoNT A protease: BoNT/A light chain protease inhibitors, primary screen, biochemical, flow cytometry, MLPCN library; Botulinum neurotoxin type A light chain protease (Clostridium botulinum A str. ATCC 3502); multiplex microsphere protease substrate cleavage; inhibition, % at 10 µM; actives 0.17% (n = 360,000); AID 588499, 2011; further: plate controls were buffer without enzyme for full effect and enzyme alone for no effect
BoNT F protease: BoNT/F light chain protease inhibitors, primary screen, biochemical, flow cytometry, MLPCN library; Multiplex microsphere protease cleavage assay; inhibition, % at 10 µM; actives 0.22% (n = 360,000); in the data active means inhibition above about 35%, passing the limit was not always enough; inconclusive means no clear call, values can overlap the other calls; further: plate controls were buffer without enzyme for full effect and enzyme alone for no effect
* hit, by the source's call; ? = inconclusive; nt = no result given. Unless noted, no stated cut-off is given here; in the data, active means inhibition above about 30%; inconclusive means no clear call, values can overlap the other calls; inactive means below that.

SMILES	CCHFV vOTU inh	PfHsp40 yeast	Yp Topo-I inh	FadD28 binding	TcdB GH inh	PrPC surface inh	Anthrax LF inh2	BoNT A protease	BoNT F protease
Cc1c(C(=O)OCC(=O)Nc2ccc(N3CCOCC3)cc2)oc2ccccc12	15	-0.4	5	-1.0	-2.7	7	4	0.7	0
COc1cccc(-n2nc3c(-n4ncc(C#N)c4N)nnc(C)c3c2C)c1	-10	0.6	0	-2.9	nt	3	0	0.5	1
Cc1ccccc1-n1c(O)c(/C=N/Nc2nc3c(c(=O)n(C)c(=O)n3C)n2C)c(=O)[nH]c1=S	22	-2.0	-1	-1.9	nt	-5	1	-0.1	-5
O=c1[nH]c(=O)n(CCC2=CCCCC2)c(O)c1C=NC1CCN(Cc2ccccc2)CC1	7	0.4	9	-1.5	nt	2	-3	-1.2	2
COc1ccc(CC(=O)O)cc1O	5	3.8	-1	-1.1	0.0	-6	-2	-0.6	-4
Cn1c(SCc2nc(-c3ccccc3)no2)nnc1-c1cccs1	0	0.5	10	-1.5	nt	7	-7	?	5
COCC(=O)N1CCC(Oc2ccc(C(=O)NC(C)c3nccs3)cc2)CC1 (stereo not given)	9	-0.6	1	-2.5	1.0	-6	-1	-4.1	-12
CC1CCCN(C(=O)COc2ccc(-c3ccccc3)cc2)C1 (stereo not given)	-1	3.4	30	-3.2	0.9	1	-2	-0.6	1
COc1cccc2sc3ccc(NCCC4CCCN4C)cc3c(=O)c12 (stereo not given)	-2	-0.2	-19	-2.3	0.2	-18	-7	2.7	-12
Cc1ccc(C)c(OCCCNC2CCCC2)c1C	-10	-0.6	-4	1.3	0.7	-8	-2	-0.9	-11
COc1cc(NC(=O)CN(C)S(=O)(=O)c2ccc3nc(C)sc3c2)cc(OC)c1	-6	-0.4	4	-6.3	-0.3	-2	-1	0.5	-4
O=C(NCCCc1ccccc1)c1ccc(-n2cncn2)c([N+](=O)[O-])c1	0	-0.2	-7	0.5	1.0	-16	-2	-2.9	-12
COc1cccc(CN2CCN(Cc3nc(-c4cccc(F)c4F)oc3C)CC2=O)c1	-7	-0.8	12	-3.2	2.1	-1	0	-1.2	-11
CCCCCCCCC1CC(C(=O)Nc2ccccc2)C(=O)O1 (stereo not given)	7	9.6	-5	6.5	1.9	-2	-10	0.3	-8
COC(=O)c1ccc([C@H]2C=C(C(=O)O)O[C@@H](OCc3ccc(CO)cc3)C2)cc1	4	0.0	4	0.7	-14	4	-2	0.0	4
O=C1CCC[C@@H]2[C@H]3CCC[N+]4([O-])CCC[C@@H](CN12)[C@@H]34 (stereo not given in full)	-2	0.7	4	-0.1	-0.9	7	-7	2.8	5
O=C(c1ccncc1)N1N=C(C2CC2)CC1(O)C(F)(F)F (stereo not given)	7	0.1	1	-1.2	-0.3	-1	1	-0.4	1
CC[n+]1c(/C=C2\C=C(C)CC(C)(C)C2)sc2ccccc21	6	-1.6	8	-4.9	nt	9	-5	17	-41
Cc1ccccc1-c1nc(NC(C)C)nc2cc(-c3ccccc3)sc12	15	nt	25	-0.9	0.4	14	10	7.8	5
O=C(CCc1nc2ccccc2s1)Nc1cccnc1	-5	-1.6	-2	-0.5	-3.6	11	-4	0.7	-20
COc1ccc(C(=O)C2CCCN(Cc3cccn3-c3nccs3)C2)cc1OC (stereo not given)	-8	-0.3	41	-0.7	1.2	-10	-3	-0.4	1
CCOC(=O)C1=C(C)OC(N)=C(C#N)C1c1ccc(O)c(OC)c1 (stereo not given)	5	0.8	-10	0.1	nt	-9	0	-1.2	12
COc1ccc2c(=O)cc(-c3ccccc3F)oc2c1	-7	0.9	-2	-2.5	1.3	-1	2	4.9	46*
COc1ccc2oc(C(=O)OCC(=O)NC3CCS(=O)(=O)C3)c(C)c2c1 (stereo not given)	-17	nt	-5	-0.5	0.7	9	5	-0.3	-8
CCc1cc(CNC(=O)c2cc(COc3ccc(C)nc3)on2)on1	-5	-0.2	-5	-3.5	-0.3	5	4	1.6	7

A second format for part of the listing above:
Values run as follows: CCHFV vOTU inh | PfHsp40 yeast | Yp Topo-I inh | FadD28 binding | TcdB GH inh | PrPC surface inh | Anthrax LF inh2 | BoNT A protease | BoNT F protease
COC(=O)c1ccc([C@H]2C=C(C(=O)O)O[C@@H](OCc3ccc(CO)cc3)C2)cc1
  4 | 0.0 | 4 | 0.7 | -14 | 4 | -2 | 0.0 | 4
O=C1CCC[C@@H]2[C@H]3CCC[N+]4([O-])CCC[C@@H](CN12)[C@@H]34 (stereo not given in full)
  -2 | 0.7 | 4 | -0.1 | -0.9 | 7 | -7 | 2.8 | 5
O=C(c1ccncc1)N1N=C(C2CC2)CC1(O)C(F)(F)F (stereo not given)
  7 | 0.1 | 1 | -1.2 | -0.3 | -1 | 1 | -0.4 | 1

One compound at a time (already shown):
Cc1ccc(C)c(OCCCNC2CCCC2)c1C reads CCHFV vOTU inh = -10; PfHsp40 yeast = -0.6; Yp Topo-I inh = -4; FadD28 binding = 1.3; TcdB GH inh = 0.7; PrPC surface inh = -8; Anthrax LF inh2 = -2; BoNT A protease = -0.9; BoNT F protease = -11
O=C(c1ccncc1)N1N=C(C2CC2)CC1(O)C(F)(F)F (stereo not given) reads CCHFV vOTU inh = 7; PfHsp40 yeast = 0.1; Yp Topo-I inh = 1; FadD28 binding = -1.2; TcdB GH inh = -0.3; PrPC surface inh = -1; Anthrax LF inh2 = 1; BoNT A protease = -0.4; BoNT F protease = 1
CCc1cc(CNC(=O)c2cc(COc3ccc(C)nc3)on2)on1 reads CCHFV vOTU inh = -5; PfHsp40 yeast = -0.2; Yp Topo-I inh = -5; FadD28 binding = -3.5; TcdB GH inh = -0.3; PrPC surface inh = 5; Anthrax LF inh2 = 4; BoNT A protease = 1.6; BoNT F protease = 7

The list continues:
SMILES	CCHFV vOTU inh	PfHsp40 yeast	Yp Topo-I inh	FadD28 binding	TcdB GH inh	PrPC surface inh	Anthrax LF inh2	BoNT A protease	BoNT F protease
Cc1cc(Nc2ccccc2Cl)n2nnnc2n1	16	0.8	5	-2.3	nt	-4	-5	0.0	?
COc1ccc(S(=O)(=O)N2CCC(C(=O)NCc3cccnc3)CC2)cc1OC	0	-1.6	-2	1.8	0.6	-3	-5	-1.3	0
O=C(CC1SC(N2CCCC2)=NC1=O)Nc1ccc(C(=O)NCc2ccc(F)cc2)cc1 (stereo not given)	7	-1.2	20	-0.7	2.1	2	-1	2.6	8
C=CCn1c(SCC(=O)NCc2cccs2)nnc1C1CCCCC1	8	-0.6	11	-0.8	nt	-13	4	1.7	12
NC(=O)C1CCN(C(=O)CN2CCc3ccccc32)CC1	9	-2.6	2	-1.2	nt	-3	1	2.0	-30
CC(NC(=O)[C@H](NC(=O)[C@@H]1Cc2ccccc2CN1)c1ccccc1)c1ccccc1 (stereo not given in full)	-5	0.1	4	-0.4	1.7	-7	4	-0.1	3
COCCN(CCOC)Cc1cc(=O)oc2ccccc12	0	nt	nt	0.0	0.3	9	2	0.2	-4
COc1cccc(CNC(=O)N2CCN(c3ccccc3C)CC2)c1	14	4.3	15	-2.8	2.2	1	6	-3.0	4
O=C(NCc1ccncc1)C(=O)NCC1OCCN1S(=O)(=O)c1ccccc1 (stereo not given)	1	nt	3	-0.6	0.3	-2	-3	0.0	-5
CC(C)n1c(SCC(N)=O)nc2c1c(=O)[nH]c(=O)n2C	1	-1.4	1	-2.7	nt	4	1	-0.2	-1
COc1ccc(-n2nc3cc(C)c(NC(C)=O)cc3n2)cc1	-66	0.3	5	-0.6	1.8	-6	-1	-0.2	-6
COc1cc(SC)ccc1C(=O)Nc1ccncc1	0	-0.9	5	-4.3	0.3	11	-2	-0.5	-5
Cc1ccc(C2=NCCn3c2c2ccc(C(F)(F)F)cc2[n+]3[O-])cc1	10	0.2	7	-0.1	0.3	-12	-8	0.1	0
Cc1cc(C)cc(C(=O)NCC(=O)OCC(=O)N2c3ccccc3NC(=O)C2(C)C)c1	-13	-0.6	-5	-1.0	0.7	4	-1	-0.5	-4
O=C(CCC(=O)N1CCOc2ccccc21)Nc1cc(F)ccc1F	-2	-0.5	0	-1.9	0.5	3	-9	-0.5	-2
Cc1ccc(S(=O)(=O)N2CCCC2C(=O)NCCc2nc3ccccc3[nH]2)cc1 (stereo not given)	-6	0.4	1	-1.5	nt	4	-8	-1.0	-4
Nc1cc(N)cc(C(=O)OCC(=O)Nc2cc(S(=O)(=O)N3CCCCC3)ccc2Cl)c1	10	-0.9	-11	-5.4	11*	7	-5	-0.3	-4
CCOC(=O)CCCCCCCCC(=O)Nc1ccc(-n2[nH]c(=O)cc2C)cc1	12	-1.2	4	-1.4	0.8	-5	-3	0.9	4
COc1ccc(C(CC(=O)N2CCCC2)c2c(OC)cc(OC)c3ccc(=O)oc23)cc1 (stereo not given)	5	-0.4	23	-1.8	1.1	-4	3	-0.3	-9
Cc1ccc(S(=O)(=O)N2CCCCC2)cc1	3	-1.4	7	-0.1	2.0	5	-8	-1.0	23
Cc1cc(=O)nc2c3ccccc3n(C(C)C(=O)NCCN3CCOCC3)n12 (stereo not given)	25	-0.4	-9	-3.8	0.5	0	-2	0.1	4
Cc1ccc(-n2c(C)cc3c2CC(C)(C)CC3=O)cc1C	5	0.5	25	-0.8	nt	5	-2	-0.7	-2
COc1cc(/C=C/[N+](=O)[O-])ccc1OC(=O)c1cc2ccccc2oc1=O	5	118*	1	-1.7	1.1	-9	nt	nt	nt
CCOc1ccc(C2C(C(=O)c3ccc(C)o3)=C(O)C(=O)N2CCN2CCOCC2)cc1OC (stereo not given)	25	0.9	-13	-2.0	nt	-4	6	-0.5	-4
O=C(CSc1nnc(-c2c[nH]c3ccccc23)n1-c1ccc(F)cc1)NCc1ccco1	26	-0.7	5	-2.8	1.3	5	-8	-0.1	-5
More records follow.
SMILES	CCHFV vOTU inh	PfHsp40 yeast	Yp Topo-I inh	FadD28 binding	TcdB GH inh	PrPC surface inh	Anthrax LF inh2	BoNT A protease	BoNT F protease
CCCn1c(SCC(=O)Nc2nnc(C)s2)nnc1-c1ccoc1C	-3	-1.2	7	-5.0	nt	-2	-1	-0.3	-6
O=C1c2cccc3cccc(c23)C(=O)N1CCN1CCN(CC(O)COc2ccccc2)CC1 (stereo not given)	-2	0.3	5	-0.6	nt	-13	-2	1.2	2
Fc1cccc(/C=N/Nc2ccc(Cl)nn2)c1	10	1.1	0	-2.1	1.6	7	-2	0.0	2
CCOC(=O)C1(C)CCCCN1C(=O)c1ccc(F)c(C)c1 (stereo not given)	-3	nt	-9	-2.4	0.2	3	-2	0.4	1
CCCCn1c(N)c(N(CCC(C)C)C(=O)c2ccc([N+](=O)[O-])o2)c(=O)[nH]c1=O	1	-0.2	5	0.4	1.8	-18	0	-1.1	3
COc1cc(C(=O)Nc2cccc(-n3cnnn3)c2)cc(Cl)c1OC	7	-0.5	-12	-5.5	1.3	-4	-1	0.9	-1
Cc1ccc(C)n1-c1nccc(-c2ccco2)n1	-125	-1.6	-2	0.1	0.8	-1	-4	-0.1	1
Cc1cccc(N=Nc2c(N)n[nH]c2-c2ccc(Cl)cc2)c1	16	-1.6	-15	-3.8	nt	2	-6	0.6	-2
COc1cccc(/C=C/C(=O)Nc2ccc(N3CCOCC3)cc2)c1OC	7	-0.6	5	0.5	0.6	-3	-6	0.2	-2
CC(C)C(NC(=O)/C(=C/c1ccco1)NC(=O)c1ccc(Br)o1)C(=O)O (stereo not given)	0	nt	-5	-1.1	-2.2	-4	-5	-1.5	-22

Screens as filed in PubChem.
